ABCG2 block: inhibitors of human ABCG2 transporter, ABCB1 counter-screen; Q9UNQ0; IgMXP3 cells, JC-1 efflux, flow cytometry; inhibition, % at 6.6 µM; hit rate 0.1% among 190,000;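 active = inhibition above 80%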;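 note: 0% = DMSO and 100% = nicardipine control wells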
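Incubation: cells with compound and JC-1, 10 min at 25 °C, rotating, no wash / Test system: IgMXP3 (ABCG2) plus far-red-tagged CCRF-Adr (ABCB1) cells / Compound dosing: one concentration, 6.6 µM final / Also added: JC-1 fluorescent substrate / Evaluation: efflux inhibition in percent versus controls / Detection: flow cytometry, 530 nm JC-1 signal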
Rac1 act GTP bind: alters GTP binding to activated mutant human Rac1; hit rate 0.11% among 190,000; GST-Rac1 activated beads, fluorescent GTP binding, flow cytometry; actives lie on both sides; 100% means binding = to untreated wells; AID 764; percent activity (GTP binding), % at 10 µM;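 active = GTP binding at least 20 percentage points away from the 100% baseline, in either direction, so actives lie on both sides; inconclusive = Compound likely fluorescent itself, or too few beads counted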
Cdc42 wt GTP: changes GTP binding to wildtype human Cdc42; percent activity (GTP binding), % at 10 µM; hit rate 0.2% among 190,000; P60953; GST-Cdc42 beads, Bodipy-GTP binding, flow cytometry; actives lie on both sides;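 active = percent activity GTP binding at least 20 points away from the 100% baseline, either down as inhibitor or up as activator; inconclusive = compound flagged as likely green fluorescent from well-wide comparison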;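 note: median bead fluorescence of bound Bodipy-FL-GTP at 100 nM; 0% = excess unlabeled GTP control and 100% = no compound control; below 100% means less GTP binding so inhibitor and above means activator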
Rab2 wt GTP: changes GTP binding to wildtype dog Rab2A, up or down; GST-Rab2 wt beads, Bodipy-GTP binding, flow cytometry; GTP binding activity, % at 10 µM; hit rate 0.19% among 190,000; AID 760;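 active = GTP binding activity at least 20 points away from 100%, either lowered or raised; inconclusive = signal likely due to the compound's own green fluorescence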;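 note: 0% = beads with excess unlabeled GTP and 100% = no-compound control corrected for plate trend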
Pf gametocyte: inhibitors of late stage P. falciparum gametocyte viability. P. falciparum stage V gametocytes, ATP luminescence, 24 h. inhibition, % at 10.9 µM. hit rate 0.065% among 150,000. AID 743093;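 active = inhibition above the mean plus 3 SD of compounds within the control limits, set per campaign, cut at about 38% in these data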;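 note: 0% = DMSO wells and 100% = medium only without gametocytes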
Rab7 wt GTP bind: dog Rab7 wildtype GTP binding, inhibitors and activators; AID 758; GTP binding activity (percent of control), % at 10 µM; GST-Rab7 beads, fluorescent GTP binding, flow cytometry; actives lie on both sides; untreated = 100%, excess cold GTP = 0%; hit rate 0.055% among 190,000;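 active = fluorescent GTP binding to Rab7 beads changed by at least 20 points from the 100% baseline, either direction, mostly lower; inconclusive = compound itself probably fluorescent, or too few beads counted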;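 note: median green fluorescence of bound Bodipy-FL-GTP per Rab7 bead population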
Rac1 wt modul: human Rac1 wildtype GTP binding, inhibitors and activators; hit rate 0.27% among 190,000; GST-Rac1 beads, fluorescent GTP binding, flow cytometry; actives lie on both sides; 0 = cold GTP competed, 100 = untreated; GTP binding activity (% of control), % at 10 µM;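 active = GTP binding activity at least 20 points away from the 100% control level, either lower or higher; inconclusive = compound flagged as likely green fluorescent, judged across all proteins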
HRas wt GTP bind: human HRas wildtype GTP binding, change in either direction; P01112; GST-Ras wt beads, Bodipy-FL-GTP binding, flow cytometry; actives lie on both sides; GTP binding activity, % at 10 µM; hit rate 0.14% among 190,000; AID 759;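 active = GTP binding activity at least 20% away from the 100% baseline, either lowered as inhibitor or raised as activator; inconclusive = flagged as likely green fluorescent, judged across all proteins in the well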;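 note: 0% = unlabeled GTP competition control and 100% = no-compound control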
GSH fluor: compound fluoresces at 488/530 nm on GSH beads; GSH beads flow cytometry, compound fluorescence 488/530 nm; active compounds read high; hit rate 0.25% among 190,000; fluorescence (KMESF) at 10 µM; in the data active = fluorescence above about 89;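 note: glutathione beads carrying GST-tagged Bcl family fusion proteins plus one bare bead set; values are compound well signal with DMSO vehicle wells as background; inactives centre near 16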
ABCB1 inh: human ABCB1 inhibition, ABCG2 as counter-screen; CCRF-Adr cells, JC-1 efflux, flow cytometry; P08183; hit rate 0.067% among 190,000; inhibition, % at 6.6 µM; AID 1326; in the data active = inhibition above about 40%;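 note: 0% = vehicle and 100% = reference inhibitor; higher value means more JC-1 retained so stronger ABCB1 efflux block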
Target sequence (P08183 whole entry, looked up): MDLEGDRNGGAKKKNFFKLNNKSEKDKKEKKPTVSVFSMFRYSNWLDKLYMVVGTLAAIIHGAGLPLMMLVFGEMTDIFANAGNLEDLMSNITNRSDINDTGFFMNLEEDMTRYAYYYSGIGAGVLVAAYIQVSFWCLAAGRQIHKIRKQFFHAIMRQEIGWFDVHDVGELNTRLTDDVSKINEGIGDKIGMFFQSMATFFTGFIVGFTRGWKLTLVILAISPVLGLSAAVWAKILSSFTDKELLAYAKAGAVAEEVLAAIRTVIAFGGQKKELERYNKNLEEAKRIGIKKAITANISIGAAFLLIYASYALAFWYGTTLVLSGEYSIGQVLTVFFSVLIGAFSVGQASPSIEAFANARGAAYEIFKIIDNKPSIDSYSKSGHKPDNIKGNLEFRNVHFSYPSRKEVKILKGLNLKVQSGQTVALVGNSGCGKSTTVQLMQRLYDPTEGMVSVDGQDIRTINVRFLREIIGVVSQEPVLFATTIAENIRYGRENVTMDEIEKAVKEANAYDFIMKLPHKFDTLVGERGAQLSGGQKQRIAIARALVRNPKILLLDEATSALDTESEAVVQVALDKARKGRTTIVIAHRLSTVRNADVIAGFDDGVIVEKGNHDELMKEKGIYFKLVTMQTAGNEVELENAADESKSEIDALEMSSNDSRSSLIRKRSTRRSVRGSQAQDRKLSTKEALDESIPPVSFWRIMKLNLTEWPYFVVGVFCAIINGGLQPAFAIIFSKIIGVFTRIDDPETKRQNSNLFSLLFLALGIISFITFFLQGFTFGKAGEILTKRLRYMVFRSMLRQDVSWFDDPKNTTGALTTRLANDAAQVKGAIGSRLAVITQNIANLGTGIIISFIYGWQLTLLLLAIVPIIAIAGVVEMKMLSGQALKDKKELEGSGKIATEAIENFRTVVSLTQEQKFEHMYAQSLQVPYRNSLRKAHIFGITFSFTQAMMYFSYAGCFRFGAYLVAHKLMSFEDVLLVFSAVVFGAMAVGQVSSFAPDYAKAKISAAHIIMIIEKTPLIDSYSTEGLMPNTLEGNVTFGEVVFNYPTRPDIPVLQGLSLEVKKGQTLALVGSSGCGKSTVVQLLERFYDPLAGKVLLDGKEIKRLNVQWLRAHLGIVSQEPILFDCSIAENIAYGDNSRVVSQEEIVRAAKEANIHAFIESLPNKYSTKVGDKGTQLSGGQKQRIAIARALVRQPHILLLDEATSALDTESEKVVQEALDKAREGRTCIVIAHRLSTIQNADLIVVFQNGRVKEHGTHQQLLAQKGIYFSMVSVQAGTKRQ
Avidin fluor: avidin bead compound fluorescence profile. Avidin beads, compound fluorescence 488/530 nm, flow cytometry; active compounds read high. fluorescence (KMESF) at 10 µM. hit rate 0.38% among 220,000; in the data active = fluorescence above about 47; note: inactives centre near 10
Numbers without * were called inactive; ? = inconclusive; . = no result given.

SMILES	ABCG2 block	Rac1 act GTP bind	Cdc42 wt GTP	Rab2 wt GTP	Pf gametocyte	Rab7 wt GTP bind	Rac1 wt modul	HRas wt GTP bind	GSH fluor	ABCB1 inh	Avidin fluor
COCCSc1ccccc1C(=O)Nc1ccc2c(c1)OCO2	1	96	95	96	-1	93	93	94	22	0.4	6
COc1ccc(N2C(=O)C3CCCN3C2c2ccc(C)cc2)cc1Cl (stereo not given)	0	97	97	101	6	103	100	100	15	0.2	9
COc1ccc(/C=N/NC(=O)C2c3ccccc3Oc3ccccc32)c(OC)c1	2	100	98	101	.	100	98	101	18	0.8	30
CC(=O)c1ccc(N2CCN(C(=O)CCS(=O)(=O)c3ccc(C)cc3)CC2)cc1	16	99	102	103	-13	102	105	99	22	3.8	29
Cc1nn(Cc2ccc(Cl)cc2Cl)c(C)c1NC(=O)c1nc2n(n1)C(C(F)F)CC(C)N2 (stereo not given)	3	101	104	99	.	99	107	101	5	0.2	6
Cc1cccc(C)c1NC(=S)N1CCC(c2ccccc2)C1 (stereo not given)	9	99	97	99	-14	103	101	97	15	1.0	6
CC(=O)c1cccc(NC(=S)NC(=O)c2ccccc2Cl)c1	-2	99	100	99	13	99	104	99	13	-0.4	12
COc1cccc(CNC(=O)c2nnn(CC(=O)Nc3ccc4c(c3)OCO4)c2N)c1	4	99	100	95	12	96	98	99	12	0.4	12
Cc1ccc(OC/C(O)=C(\C#N)c2nc3ccccc3s2)cc1	19	92	94	94	-12	97	100	92	10	4.7	6
COc1ccc(-c2csc(/N=C/N(C)C)n2)cc1OC	2	94	94	96	-8	95	95	95	13	-0.1	10
CNC(=O)CSc1nnc(SCCC(=O)O)s1	0	102	104	101	23	97	104	101	8	0.2	2
O=C(Nc1ccc(Cl)c([N+](=O)[O-])c1)c1ccc2c(c1)OCCO2	13	93	93	96	-11	99	95	96	10	0.9	24
O=S(=O)(N/N=C/c1cn(Cc2ccccc2)c2ccccc12)c1ccccc1	1	97	100	98	2	99	98	100	16	0.3	10
Cc1ccc(-c2cc3c(n2-c2ccc(C(=O)O)cc2)CCCC3=O)cc1	4	89	92	93	-23	93	92	92	9	0.5	1
CCCN1C2CCCC1CC(NC(=S)Nc1cc(C)cc(C)c1)C2 (stereo not given)	0	97	101	100	-10	103	100	99	18	0.1	12
CC(C)Oc1cccc(C(=O)C2CCCN(C(=O)c3csnn3)C2)c1 (stereo not given)	1	95	95	98	.	102	100	101	13	0.1	11
COc1ccc(CCN(C)CCC(=O)Nc2cc(C)ccc2C)cc1OC	3	100	105	99	-30	99	105	104	17	1.3	22
O=C(COc1ccccc1C(=O)O)NC1CCCc2ccccc21 (stereo not given)	11	93	94	95	-13	100	99	94	13	1.1	11
Nc1nc(SCC(=O)NCCCN2CCOCC2)nc2sc3c(c12)CCC3	0	100	97	100	-12	95	99	99	71	0.0	9
OC(COC(c1ccccc1)c1ccccc1)CN1CCN(c2ccccn2)CC1 (stereo not given)	0	96	96	97	17	99	100	98	11	1.2	4

Reprinted at random: 2 entries already listed
SMILES	ABCG2 block	Rac1 act GTP bind	Cdc42 wt GTP	Rab2 wt GTP	Pf gametocyte	Rab7 wt GTP bind	Rac1 wt modul	HRas wt GTP bind	GSH fluor	ABCB1 inh	Avidin fluor
O=C(COc1ccccc1C(=O)O)NC1CCCc2ccccc21 (stereo not given)	11	93	94	95	-13	100	99	94	13	1.1	11
CC(=O)c1cccc(NC(=S)NC(=O)c2ccccc2Cl)c1	-2	99	100	99	13	99	104	99	13	-0.4	12

Continued.
SMILES	ABCG2 block	Rac1 act GTP bind	Cdc42 wt GTP	Rab2 wt GTP	Pf gametocyte	Rab7 wt GTP bind	Rac1 wt modul	HRas wt GTP bind	GSH fluor	ABCB1 inh	Avidin fluor
Cc1ccc(-c2nc3ccccc3s2)cc1NC(=O)c1ccc2c(c1)OCO2	0	96	97	95	.	96	98	95	57	0.1	7
CC1CCCC(C)N1C(=O)CN1C(=O)C(C)(C)Oc2ccc(C(=O)NC3CCCCC3)cc21 (stereo not given)	13	101	106	101	-4	102	110	101	54	5.0	4
COc1ccc(S(=O)(=O)NCC2CCC(C(=O)NCc3cccnc3)CC2)cc1 (stereo not given)	0	98	97	98	.	106	102	98	13	0.1	9
O=C(COc1cccc(C(F)(F)F)c1)N1CCN(c2ccccc2O)CC1	5	93	96	97	14	96	101	97	13	0.3	7
CC(C)c1ccc(-n2ccnc2SCC(=O)O)cc1	1	93	93	97	-11	105	93	96	13	0.1	14
CCOC(=O)C1CCN(C(=O)c2ccc3c(c2)OCO3)CC1	2	96	99	105	.	105	103	105	8	0.7	15
COc1ccc2oc(=O)c(C(=O)Oc3ccc(NC(C)=O)cc3)cc2c1	11	97	103	101	4	97	101	101	16	1.0	9
Cc1ccc(-c2nc(N)n(S(C)(=O)=O)n2)cc1	-1	?	?	?	.	?	?	?	25	-0.2	8
Cc1ccc2nc3n(c(=O)c2c1)CCC3	1	100	104	102	-13	104	107	103	45	0.2	4
COc1ccc(Cl)cc1Nc1nc(C)cc(=O)[nH]1	3	101	104	101	5	104	107	103	9	0.4	8
COc1ccc(C(=O)CSc2nnc(CNc3nc(-c4ccccc4)cs3)n2C)cc1	3	95	89	85	8	97	97	90	16	0.6	8
Cc1ccc(C2CCN(C(=S)NC3CCCCC3)C2)cc1 (stereo not given)	5	92	91	96	-8	101	96	96	8	0.2	9
Cn1c(CCc2nc3ccccc3[nH]2)n[nH]c1=S	2	96	97	101	-9	102	103	98	13	0.2	6
Cc1ccc(-n2cnc3cc(NCc4cccs4)ccc32)cc1	0	100	98	97	-4	98	102	100	6	0.0	9
Cc1cccc(N(Cc2cc3ccccc3[nH]c2=O)S(=O)(=O)c2ccccc2)c1	21	100	99	95	23	99	102	100	9	0.6	14
O=C(NCC(c1cccs1)N1CCOCC1)c1ccccc1NS(=O)(=O)c1cccc([N+](=O)[O-])c1 (stereo not given)	4	97	103	97	12	100	103	97	11	0.3	11
Cc1ccc(/C=C/C(=O)NCC2COc3ccccc3O2)o1 (stereo not given)	-1	95	93	95	-4	93	96	93	19	-0.3	6
Cc1cccc(-n2ncc3c(NCCCO)ncnc32)c1	4	98	101	101	.	102	103	99	25	0.6	7
Cc1ccc(NC(=O)CSc2nc(O)c(Cc3ccccc3)c(=O)n2-c2ccccc2)cc1	1	92	93	90	-18	95	96	93	11	0.4	6
COC(=O)Nc1ccc(S(=O)(=O)N2CCN(c3ccc(F)cc3)CC2)cc1	2	93	99	98	0	98	97	100	34	0.4	15
Brc1ccc(C2Nc3cccc4cccc(c34)N2)s1	-4	97	96	100	-6	98	98	99	12	-0.8	12
Cc1nnc(SCC(=O)NC(=O)NCc2ccco2)n1Cc1ccccc1	2	97	100	98	2	99	96	99	17	0.8	8
Cc1ncoc1C(=O)N1CCCC(C(=O)c2ccc(Oc3ccccc3)cc2)C1 (stereo not given)	8	91	94	94	.	102	98	99	9	1.6	3
COc1ccccc1C1CC(c2ccc(Br)cc2)=NN1C(=O)c1cccnc1 (stereo not given)	2	100	104	99	-4	97	104	102	18	0.9	6
O=C(CN1CCOCC1)Nc1nc2ccc([N+](=O)[O-])cc2s1	1	95	94	97	1	105	98	99	23	0.0	10
Cc1ccc(C2(C)NC(=O)N(CC(=O)NC(=O)NCCC(C)C)C2=O)cc1 (stereo not given)	1	96	97	97	.	95	97	97	12	0.3	28
Cc1cc(C)cc(NC(=O)C2CCCN2C(=O)NC2CCCCC2)c1 (stereo not given)	6	96	98	99	10	103	101	100	21	1.0	12
C/C(=N\Nc1cccc(C(=O)O)c1)c1cc2ccccc2o1	-1	94	92	94	.	94	94	94	15	-0.4	9
COc1ccc(NC(=O)CSc2nnc(C3CC3)n2N)cc1	1	?	?	?	9	?	?	?	21	0.3	16
O=Cc1ccc(OCC(=O)NC(=O)NC2CCCCC2)cc1	5	100	102	101	.	102	103	102	16	0.8	38
COC(=O)c1sc(S(=O)(=O)N2CCN(CCO)CC2)c(C(=O)OC)c1C	0	97	96	95	.	103	96	95	15	0.2	12
CCOC(=O)CCC(=O)Nc1ccc([N+](=O)[O-])cc1C	3	96	96	96	-7	97	95	96	19	0.3	13
c1ccc2c(c1)C(=NCC1CCCO1)NC2=NCC1CCCO1 (stereo not given)	0	101	104	104	5	100	104	105	20	0.1	7
Cc1ccc(CNS(=O)(=O)NCc2ccccc2)cc1	0	99	101	99	.	101	104	101	10	0.1	10
O=C(OCCOc1ccccc1Cl)c1ccc(-n2cnnn2)cc1	0	100	105	102	.	101	103	100	20	-0.1	32
O=C(NCCC1=CCCCC1)C(=O)NCCc1ccc(Cl)cc1	14	97	98	99	6	99	97	96	18	1.7	8
O=C(c1ccc(C#Cc2ccccc2)o1)N1CCN(c2ccccn2)CC1	2	96	98	105	.	108	104	104	6	0.5	12
COC(=O)C1=CN(CCCN2CCCC2=O)C=C(C(=O)OC)C1c1cccs1	1	101	114	111	18	105	108	109	22	0.2	17

Taken from above for reference:
SMILES	ABCG2 block	Rac1 act GTP bind	Cdc42 wt GTP	Rab2 wt GTP	Pf gametocyte	Rab7 wt GTP bind	Rac1 wt modul	HRas wt GTP bind	GSH fluor	ABCB1 inh	Avidin fluor
COc1ccc(NC(=O)CSc2nnc(C3CC3)n2N)cc1	1	?	?	?	9	?	?	?	21	0.3	16
O=Cc1ccc(OCC(=O)NC(=O)NC2CCCCC2)cc1	5	100	102	101	.	102	103	102	16	0.8	38
COC(=O)c1sc(S(=O)(=O)N2CCN(CCO)CC2)c(C(=O)OC)c1C	0	97	96	95	.	103	96	95	15	0.2	12
CCOC(=O)CCC(=O)Nc1ccc([N+](=O)[O-])cc1C	3	96	96	96	-7	97	95	96	19	0.3	13
c1ccc2c(c1)C(=NCC1CCCO1)NC2=NCC1CCCO1 (stereo not given)	0	101	104	104	5	100	104	105	20	0.1	7
Cc1ccc(CNS(=O)(=O)NCc2ccccc2)cc1	0	99	101	99	.	101	104	101	10	0.1	10
O=C(OCCOc1ccccc1Cl)c1ccc(-n2cnnn2)cc1	0	100	105	102	.	101	103	100	20	-0.1	32
O=C(NCCC1=CCCCC1)C(=O)NCCc1ccc(Cl)cc1	14	97	98	99	6	99	97	96	18	1.7	8
O=C(c1ccc(C#Cc2ccccc2)o1)N1CCN(c2ccccn2)CC1	2	96	98	105	.	108	104	104	6	0.5	12
COC(=O)C1=CN(CCCN2CCCC2=O)C=C(C(=O)OC)C1c1cccs1	1	101	114	111	18	105	108	109	22	0.2	17

Assay outcomes: PubChem, several laboratories
